From PubChem
pAkt inh: inhibitors of Akt phosphorylation. Neuro2A IGF-stimulated pAkt S473 HTRF, 20 min; active compounds read low. activity change, % for hits at 50 µM. 360,000 tested, 0.32% active. AID 651550; in the data active = activity change below about -80%; inconclusive = mostly about -51% to -80%; note: % is set by controls: 0 for no effect and ±100 for the full control effect
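Neuro2A cells (4,500/well, DMEM with 0.5% FBS) were treated with compound at a single 50 µM final concentration, stimulated with 6 nM IGF for 20 min at 37 °C, and lysed. Phospho-Akt Ser473 was read by HTRF as 665/615 ratio ×10^4.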
S2 tox: cell viability loss in ATXN counter-screen; AID 651635; 400,000 tested, 0.49% active; S2 cells (HEK-293 line with an ATXN2-luciferase reporter) viability, CellTiter-Fluor protease fluorescence, 24 h; Potency, µM (top dose mostly 56.7 µM), usual class: cytotoxic; note: potency is the fitted concentration of half-maximal effect; nearly all actives have a fitted effect of over 40% in size
Nrf2 ARE act: activates Nrf2 signaling | Potency, µM (series often up to 46.1 µM), for inactives: top-dose activation, hits mostly activators | AID 624171 | AREc32 ARE-luciferase reporter (MCF7-derived line), luminescence, 24 h | 410,000 tested, 0.31% active; note: potency is the fitted concentration of half-maximal effect; % of control where 0% means no effect; nearly all actives have a fitted effect of over 65% in size
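ARE-driven firefly luciferase activity in AREc32 cells measured after a 24 hr compound exposure at 37 deg C, using Steady-Glo reagent and a 30 min room-temperature hold.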
CCT modulator: cytosolic chaperonin activity modulation; AID 651819; purified chaperonin ATPase assay, HTRF ADP detection, 30 min; activity change, % (test concentration not listed), hits read low; 360,000 tested, 0.3% active; in the data active = activity change below about -30%; note: % is set by controls: 0 for no effect and ±100 for the full control effect
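ATPase activity: ADP formed was measured by HTRF Transcreener (665/615 nm ratio) after 30 min at 37 deg C with 10 uM ATP. Compounds screened at one 76 uM concentration against 40 or 20 nM TRiC in Tris pH 7.4/KCl/MgCl2/DTT buffer.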
Nrf2 block: blocks Nrf2 signaling; Potency, µM (series often up to 46 µM), for the others: top-dose activity change, negative = inhibition, most hits filed as inhibitors; AID 504444; 360,000 tested, 2.1% active; A549 ARE-Fluc reporter, luciferase luminescence, 18-24 h; note: potency is the fitted concentration of half-maximal effect; % is set by controls: 0 for no effect and ±100 for the full control effect; nearly all actives have a fitted effect of over 60% in size
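In this cell-based qHTS, ARE-driven firefly luciferase in A549 cells reports Nrf2 activity; the luminescent signal after BugLite lysis is the measured value, with a prior CellTiter-Fluor read for cell health.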
HepG2 tox: kills HepG2 cells in TGF-b inhibitor counter-screen | AID 588856 | HepG2 CAGA-GFP viability, ATP luminescence, 18 h | Potency, µM (top dose mostly 46.1 µM), for inactives: at the top dose activity change, negative = cytotoxicity, hits mostly cytotoxic | 410,000 tested, 0.76% active; note: potency is the fitted concentration of half-maximal effect; some results filed as inactive show a strong effect at the top dose
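HepG2 CAGA-GFP cells (1000/well, DMEM with 1% FBS) received compound, then TGF-beta at 500 pg/mL final, and were incubated 18 hours at 37 degrees C. Viability was read by CellTiter-Glo luminescence. Media-only wells were set as complete cell-killing and DMSO as no toxicity.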
TGFb inhibitor: TGF-b pathway inhibition; HepG2 CAGA-GFP TGF-b/SMAD3 reporter, GFP fluorescence, 18 h; TGF-beta stimulated, 500 pg/mL final; Potency, µM (doses to about 46.1 µM), inactives show top-dose activity, negative = inhibition, most hits filed as inhibitors; 410,000 tested, 1.2% active; AID 588855; note: potency is the fitted concentration of half-maximal effect; % is set by controls: 0 for no effect and ±100 for the full control effect; nearly all actives have a fitted effect of over 65% in size
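Using HEPG2 CAGA-GFP reporter cells at 1000 cells/well, we pinned test compounds, stimulated with recombinant TGF-beta (500 pg/mL final) and measured total well GFP after 18 h.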
A549 viability: counter-screen for Nrf2 inhibitors: cytotoxicity in A549 cells. 390,000 tested, 0.16% active. Potency, µM (highest dose often 46 µM), inactives show top-dose activity change, negative = cytotoxicity, hits mostly inhibitors. A549 ARE-Fluc cells, CellTiter-Fluor viability, 18-24 h; note: potency is the fitted concentration of half-maximal effect; % is set by controls: 0 for no effect and ±100 for the full control effect
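A549 ARE-Fluc cells in 5% FBS OPTI-MEM, 5000 cells/well, rested 2 h then exposed to compounds in concentration-response for 18-24 h at 37 °C. Viability by CellTiter-Fluor fluorescence (Ex 405/Em 525) after 30 min; luciferase luminescence (BugLite, 15 min, RT) read afterwards.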
MmCpn inh: inhibitors of Methanococcus maripaludis chaperonin (MmCpn). purified Mm-Cpn ATPase, ADP Transcreener TR-FRET. Potency, µM (doses to about 76.9 µM), inactives show at the top dose activity, negative = inhibition, usual class: inhibitors. 330,000 tested, 0.031% active; note: potency is the fitted concentration of half-maximal effect; % is set by controls: 0 for no effect and ±100 for the full control effect; nearly all actives have a fitted effect of over 80% in size
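Purified archaeal Mm-CPN (25nM final) preincubated 10 min at 37degC with compound, then 10uM ATP for 30 min at 37degC; ADP measured by HTRF Transcreener TR-FRET; buffer 30 mM TRIS pH 7.4, 100mM KCl, 5mM MgCl2, 1mM DTT.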
* marks the source's active call; other numbers are inactive results; i = inactive; u = inconclusive; x = no result given; & = joins results of further samples; [ ] = another dose, or the depositor's remark. Unless noted, calls come from the whole dose curve; as a rule, active = well fitted curve in the direction sought with a large enough effect; inconclusive = small, poorly fitted or top-dose-only effect, or another doubt; inactive = no such curve, though single readings can be large; an effect the other way counts as inactive or inconclusive.

Start of the data: the first two compounds as a preview:
mol,S2 tox,HepG2 tox,Nrf2 ARE act,MmCpn inh,pAkt inh,TGFb inhibitor,A549 viability,Nrf2 block,CCT modulator
CN1CCC(N(C)C(=O)CCc2nc3ccccc3c(=O)[nH]2)CC1,i,-3%,-0.1%,1%,i,0%,25%,-2%,-0.7
Cc1onc(-c2ccccc2)c1C(=O)NCc1ccc(F)cc1,i,0%,0.1%,x,i,15%,1%,8%,0.8

This part in full, from the first entry:
mol,S2 tox,HepG2 tox,Nrf2 ARE act,MmCpn inh,pAkt inh,TGFb inhibitor,A549 viability,Nrf2 block,CCT modulator
CN1CCC(N(C)C(=O)CCc2nc3ccccc3c(=O)[nH]2)CC1,i,-3%,-0.1%,1%,i,0%,25%,-2%,-0.7
Cc1onc(-c2ccccc2)c1C(=O)NCc1ccc(F)cc1,i,0%,0.1%,x,i,15%,1%,8%,0.8
COc1ccccc1Cn1c(-c2ccco2)nc2nc3ccccc3nc21,u,2%,3.6%,x,i,0%,-4%,u,-2.3
O=C(CCc1ccccc1)NCc1cccnc1,i,1%,0.1%,0%,i,-1%,-16%,-14%,-0.8
CCOC(=O)c1ccc(N2C(=O)C3ON(c4ccccc4)C(c4ccco4)C3C2=O)cc1 (stereo not drawn),i,7%,-0.5%,10%,i,-22%,-5%,-4%,-3.5
CCCCN(C)CCNC(=O)C1CCN(S(=O)(=O)c2cccc3nsnc23)CC1,i,-26%,0.1%,-5%,i,-9%,-3%,-14%,1.9
CCOc1ccc(C(=O)NCC(=O)NCCSc2ccc(Br)cc2)cc1OCC,i,-11%,-0.5%,x,i,u,4%,-3%,-1.1
Cc1csc2nc(COC(=O)c3cccc(NC(=O)COc4ccccc4Cl)c3)cc(=O)n12,x,-13%,-0.2%,x,x,-5%,-2%,x,x
COc1ccc(C(CNC(=O)COc2ccc(C)cc2)N2CCCCC2)cc1 (stereo not drawn),i,-19%,0.9%,x,x,4%,2%,13%,x
NC(=O)c1ccccc1,i,2%,-0.9%,1%,i,19%,-11%,2%,-0.3
COc1cc(S(=O)(=O)NCC2OCCc3ccccc32)ccc1-n1cnnn1 (stereo not drawn),i,1%,-0.7%,3%,i,0%,-2%,x,0.0
COC(=O)c1cc(NC(=O)C2CC(=O)NC(=NCc3ccc(OC)cc3)S2)cc(C(=O)OC)c1 (stereo not drawn),i,1%,4.4%,-2%,i,-4%,3%,2%,-0.4
Cn1c(SCc2cc(=O)c3cc(Cl)ccc3[nH]2)nnc1-c1ccccc1,i,-12%,1.2%,x,x,-13%,1%,x,x
CCC1Nc2ncnc(N3CCCCC3)c2N(Cc2ccc(OC)cc2)C1=O (stereo not drawn),i,-8%&-13%,-1.2%&1.1%,u,i,u,-2%,3%,-2.0&1.5
O=C(Nc1cccc(Cl)c1)C1=CC=CN2CCS(=O)(=O)N=C12,i,3%,-0.5%,1%,i,11%,2%,29%,-0.4
COc1cc2c(cc1OC)C(=O)CCS2,i,3%,-0.4%,-1%,i,-3%,-6%,0%,-1.0
CCOC(=O)Nc1cccc(OCC(=O)Nc2ccc3c(c2)CCC3)c1,i,-47%,6.1%,-2%,i,u,-10%,u,-0.7
CCc1ccc(/C=C2\SC(=S)N(CCCC(=O)N3CCCC3)C2=O)cc1,i,-23%,0.0%,x,i,-4%,x,x,-0.5
CN(C)S(=O)(=O)c1cccc(NC(=O)c2ccc(S(=O)(=O)N3CCCCC3)cc2)c1,i,-19%,2.0%,1%,i,-20%,-4%,u,-0.1
Oc1ccc(/C=N/N=C(c2ccccc2)c2ccccc2)c(O)c1O,u,-15%,8.4%,2%,i,3%,-2%,12%,-3.7
COc1cc(NC(=O)COc2ccc(Cl)cc2)ccc1NC(=O)C(C)C,i,-30%,-0.5%,0%,i,6%,0%,-7%,-1.5
CN(C(=O)CSc1ccc2c(c1)OCCO2)c1ccccc1,u,-10%,4.0%,-6%,i,6%,0%,u,-2.1
Cc1cc(OC(=O)c2ccc(S(=O)(=O)N3CCCCC3)cc2)c([N+](=O)[O-])c(=O)[nH]1,i,2%,-1.0%,1%,i,-3%,-3%,-6%,-1.7
Cc1ccc(CNc2ncnc3c2c(-c2ccccc2)cn3-c2cccc(Cl)c2)cc1,x,-14%,-0.5%,x,x,-4%,3%,x,x
CCN1CCCC1CNC(=O)C(=O)NCc1ccccc1 (stereo not drawn),i,-11%,-0.7%,-4%,i,-8%,4%,13%,-0.9
Cc1ccc(NC(=O)CCNC(=O)c2ccco2)cc1,i,-29%,-0.1%[9.22 µM],1%,i,-15%,15%,3%,-2.7
Cc1cc(C(=O)NCCCN2CCN(c3cc(Cl)ccc3C)CC2)n(-c2ccccc2)n1,u,-41%,0.1%,-1%,i,-26%,-16%,-11%,1.7
CCCCOc1ncnc2c1[nH]c1ccccc12,i,-1%,7.1%,1%,i,-26%,u,8.2µM*,-1.0
CCOC(=O)C1=C(C)NC(=O)CC1c1ccccc1 (stereo not drawn),i,-1%,-0.8%,0%,i,20%,1%,-10%,0.2
CN(C(=O)COc1cccc(Br)c1)C1CCS(=O)(=O)C1 (stereo not drawn),i,1%,-0.1%,0%,i,16%,2%,12%,-1.4

Results in S2 tox (3 entries from above):
molecule | S2 tox
Cc1onc(-c2ccccc2)c1C(=O)NCc1ccc(F)cc1 | i
COc1ccccc1Cn1c(-c2ccco2)nc2nc3ccccc3nc21 | u
Oc1ccc(/C=N/N=C(c2ccccc2)c2ccccc2)c(O)c1O | u

Some values from the list.
Result for `COc1cc2c(cc1OC)C(=O)CCS2` under HepG2 tox: 3%
Result for `CCOC(=O)Nc1cccc(OCC(=O)Nc2ccc3c(c2)CCC3)c1` under HepG2 tox: -47%
Result for `Cc1ccc(NC(=O)CCNC(=O)c2ccco2)cc1` under HepG2 tox: -29%
Result for `O=C(Nc1cccc(Cl)c1)C1=CC=CN2CCS(=O)(=O)N=C12` under A549 viability: 2%
Result for `CCCCN(C)CCNC(=O)C1CCN(S(=O)(=O)c2cccc3nsnc23)CC1` under TGFb inhibitor: -9%

Next section.
mol,S2 tox,HepG2 tox,Nrf2 ARE act,MmCpn inh,pAkt inh,TGFb inhibitor,A549 viability,Nrf2 block,CCT modulator
c1cc[n+](CCC[n+]2ccccc2)cc1,i,14%,-0.7%,2%,i,0%,1%,1%,-3.9
O=C(Nc1ccc2c(c1)OCCO2)C1CCN(S(=O)(=O)c2ccc(Br)s2)CC1,i,-8%,2.9%,1%,i,8%,-13%,x,2.5
Cc1nonc1C(=O)N1CCCC(N2CCN(c3ccc(F)cc3)CC2)C1 (stereo not drawn),i,-23%,0.0%,0%,i,-5%,-2%,-9%,0.1
C=CCN1CCN(C(CCC)c2nnnn2Cc2ccco2)CC1 (stereo not drawn),i,-4%,2.2%,2%,i,0%,-1%,-26%,-2.6
Cc1ccc(NC2=NCCCCC2)cc1C,i,5%,-0.3%,0%,i,8%,u,-25%,11
Cc1cc(C)c2nc(N(CCN(C)C)C(=O)/C=C/c3cccs3)sc2c1,i,-1%,0.3%,0%,i,7%,18%,28%,-8.3
CCCN(CCC)CCN1C(=O)C2C(C(=O)Nc3ccc(C)cc3)C3C=CC2(O3)C1C(=O)NC1CCCCC1 (stereo not drawn),i,-20%,0.1%,1%,i,-5%,-11%,-7%,1.3
CCOC(=O)C1CCN(S(=O)(=O)c2ccc3[nH]c(=O)oc3c2)CC1,i,-7%,0.2%,-2%,i,-15%,-4%,u,-1.5
Cc1ccc(NC(=O)C(C)OC(=O)Cn2cnc3ccccc3c2=O)cc1 (stereo not drawn),i,-4%,2.6%,0%,i,-1%,0%,16%,-3.7
CC(C)c1ccc(NC(=O)C(c2ccc3c(c2)OCO3)N2CCCCC2)cc1 (stereo not drawn),u,-21%,-0.5%,-1%,i,u,-13%,8%,1.6
COc1ccc(Br)c(C(=O)N2CCN(S(=O)(=O)c3cccs3)CC2)c1,i,0%,-0.7%,0%,i,-20%,-12%,u,-1.0
CCCCC(=O)Nc1nn(CCC)c2nc3ccccc3cc12,i,27%,-0.2%,-3%,i,15%,-1%,x,1.7
Cc1c(-c2ccccc2)[n+](=O)c2c(n1[O-])CCC2,i,-10%,-0.2%,2%,i,0%,1%,-11%,-2.7
COc1ccc(Cn2c(-c3ccc(Br)cc3)c[n+]3ccccc23)cc1,i,-38%,12%,-1%,i,u,-10%,-23%,-2.3
CCc1ccccc1N1CN(Cc2ccco2)CNC1=S,i,-3%,0.0%,0%,i,-12%,-22%,-26%,-0.3
CSc1nnc2c3ccccc3c3ccccc3c2n1,i,2%,0.0%,-12%,i,14%,8%,15%,-4.9
COc1ccccc1CNC(=O)COc1ccc([N+](=O)[O-])cc1,i,-2%,5.3%,-1%,i,-4%,0%,-16%,-1.9
CCCOc1cccc(-c2nn(-c3ccccc3)cc2/C=C(\C#N)C(=O)NCCCn2ccnc2)c1,i,-18%,2.5%,-6%,i,1%,0%,1%,-1.5
Cc1n[nH]c(=O)c2c1nnn2Cc1ccccc1Cl,i,-1%,-1.2%,-2%,i,6%,5%,-2%,-1.9
CCOc1ccccc1NC(=O)CSc1nnc(-c2ccccc2Cl)n1Cc1ccco1,i,-2%,0.6%,0%,i,-17%,-12%,-17%,-3.8
COc1ccccc1N(CC(=O)NC(C)(C)C)C(=O)CCC(=O)Nc1nccs1,i,-3%,0.4%,-2%,i,3%,-4%,5%,0.5
